LYP phosphatase – PTPN22 lymphoid phosphatase activity blockers – biochemical, fluorescence intensity, uHTS (AID 1779); 290,000 tested, 0.054% active; one-dose inhibition, % at 11.5 µM; IC50 in µM for titrated hits; recombinant LYP phosphatase, fluorescence intensity; higher % means a stronger effect;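 note: plate controls were vehicle with enzyme for no effect and no enzyme for full effect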
P. falciparum M1AAP – malaria alanyl aminopeptidase activity blockers – biochemical, fluorogenic H-Leu-NHMec substrate, 1536-well (AID 1445). one-dose inhibition, % at 30 µM; IC50 in µM for titrated hits. recombinant M1AAP, H-Leu-NHMec fluorogenic kinetic assay; higher % means a stronger effect. 220,000 tested, 0.42% active;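 active = primary inhibition above the hit cutoff, then over 50% inhibition at one or more dose response concentrations, cut at about 23% in these data, passing the limit was not always enough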;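 note: plate controls were DMSO full reaction for no effect and no enzyme background for full effect; strong numbers were not always called active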
XIAP displacement – small molecules displacing peptide from XIAP – biochemical, IAP family, fluorescence polarization (AID 1018) | XIAP BIR domain, fluorescence polarization peptide displacement; higher % means a stronger effect | one-dose displacement, % at 20 µM; IC50 in µM for titrated hits | 200,000 tested, 0.007% active; in the data active = displacement above about 50%; note: a part of the inactive calls stands beside numbers as strong as those of hits
AID2073 – inhibitors of Mint1-CaV2.2 protein interaction, biochemical, HTRF (AID 2073) | HTRF protein-protein interaction, Mint1-CaV2.2; higher % means a stronger effect | 290,000 tested, 0.19% active | one-dose inhibition, % at 20 µM; IC50 in µM for titrated hits; in the data active = inhibition mostly above about 51%, no sharp cut-off; note: some results filed as inactive read as strong as hits
ER stress rescue – protection against thapsigargin-triggered cell killing – 384-well, CSM14.1, ATP luminescence, primary screen (AID 1222); cellular ATP content (survival), % at 20 µM; hits with a dose series show EC50 in µM; CSM14.1 thapsigargin-induced death rescue, ATP luminescence; higher % means a stronger effect; 190,000 tested, under 10 active;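 active = EC50 below 50 µM in the dose-response confirmation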;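 note: death triggered by thapsigargin at about 15 µM added after 2 h compound pretreatment; cell ATP read after overnight thapsigargin exposure of roughly 18 to 22 hours; normalized against plate controls of thapsigargin alone and 5% DMSO vehicle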
HEK293 NOD2/NF-kB – inhibition of NOD2-driven NF-kB reporter – cell-based, luminescence, uHTS, HEK293 (AID 1566); HEK293 NOD2/NF-kB luciferase reporter, luminescence; higher % means a stronger effect; inhibition, % at 4 µM; hits with a dose series show EC50 in µM; 290,000 tested, 0.63% active; note: many of its hits are not listed in these tables
Hep lipid drop – hepatic lipid droplet formation modulation. AML12 mouse hepatocytes, oleate lipid droplets, BODIPY imaging. inhibition, % at 6.5 µM. 240,000 tested, 0.4% active. AID 1656;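 active = lipid droplet intensity inhibited by at least 50%, with more than 500 cells counted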
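Assay system: AML12 mouse liver cells | Compound dosing: One dose, 6.5 µM compound | Read-out basis: Droplet intensity reduction, % inhibition | Measured by: Fluorescence imaging, 20x objective, two fields per well | Schedule: Overnight treatment with compound plus oleate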
SIAH1 antagonists – blockers of Siah-1 interaction with plectin peptide – biochemical, fluorescence polarization, rhodamine-plectin, uHTS, primary screen (AID 1817); Siah-1 / rhodamine-plectin peptide fluorescence polarization; higher % means a stronger effect; displacement, % at 20 µM, or IC50 in µM where a hit was titrated; 290,000 tested, 0.02% active;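 active = displacement of at least 50% at 20 µM, with a fluorescence ratio check between 0.3 and a set limit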;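 note: plate controls were Siah plus tracer with DMSO for no effect and tracer alone without Siah for full effect; strong numbers were not always called active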
P. falciparum M17LAP – P. falciparum M17LAP inhibitors, primary screen, biochemical, fluorogenic H-Leu-NHMec substrate, 1536-well (AID 1619) | recombinant M17LAP, H-Leu-NHMec fluorogenic kinetic assay; higher % means a stronger effect | inhibition, % at 30 µM, or IC50 in µM where a hit was titrated | 220,000 tested, 0.38% active;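 active = compound inhibiting the enzyme by more than half at any dose during confirmatory dose-response retesting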;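 note: plate controls were full reaction with DMSO carrier for no effect and no enzyme background for full effect; strong numbers were not always called active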
Hep lipid drop cells 6.5 µM – further read-out of Hep lipid drop, marked with its call; cell count; measured here: cell count, cytotoxicity flag;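 cells counted across two imaged fields per well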
Numbers without * were called inactive; x = no result given. Cut-off read from the data, not from the text of the source, unless noted: active = inhibition above about 50%; inactive = the rest.

Preview, 3 compounds:
Every second line gives: LYP phosphatase	P. falciparum M1AAP	XIAP displacement	AID2073	ER stress rescue	HEK293 NOD2/NF-kB	Hep lipid drop	Hep lipid drop cells 6.5 µM	SIAH1 antagonists	P. falciparum M17LAP
CCOc1ccc(N2CC(C(=O)N3CCCC3)CC2=O)cc1 (stereo not drawn)
  -7%	x	x	10%	x	8%	-1	764	-3%	x
CCc1ccccc1NC(=O)CCC(=O)c1cccs1
  -3%	x	x	0%	x	-27%	2	672	2%	x
CN(C)c1ccnc2sc(C(=O)c3ccccc3)c(N)c12
  -4%	0%	0.3%	-11%	-7.2%	-56%	7	678	-4%	21%

This part in full, from the first entry:
Every second line gives: LYP phosphatase	P. falciparum M1AAP	XIAP displacement	AID2073	ER stress rescue	HEK293 NOD2/NF-kB	Hep lipid drop	Hep lipid drop cells 6.5 µM	SIAH1 antagonists	P. falciparum M17LAP
CCOc1ccc(N2CC(C(=O)N3CCCC3)CC2=O)cc1 (stereo not drawn)
  -7%	x	x	10%	x	8%	-1	764	-3%	x
CCc1ccccc1NC(=O)CCC(=O)c1cccs1
  -3%	x	x	0%	x	-27%	2	672	2%	x
CN(C)c1ccnc2sc(C(=O)c3ccccc3)c(N)c12
  -4%	0%	0.3%	-11%	-7.2%	-56%	7	678	-4%	21%
CC(=O)c1cccc(NC(=O)c2ccc(S(=O)(=O)N3CCCCC3)cc2)c1
  10%	-4%	-6.7%	-11%	-1.1%	3%	4	733	-1%	-4%
CC(=O)NC1=NN(C(C)=O)C(C)(CCS(=O)(=O)c2ccc(Cl)c(Cl)c2)S1 (stereo not drawn)
  -3%	1%	1.6%	42%	3.1%	-7%	-8	669	4%	-3%
COc1cc(C(=S)N2CCN(c3cccc(Cl)c3)CC2)ccc1O
  -4%	3%	-4.8%	-21%	-1.7%	-44%	-14	691	-1%	0%
CC1(C)NC(=O)N(CC(O)COc2ccc(N3C(=O)c4ccccc4C3=O)cc2)C1=O (stereo not drawn)
  6%	-1%	-24%	-2%	-0.9%	-26%	x	x	8%	18%
Cc1ccccc1NC(=O)c1cccc(S(=O)(=O)N2CCCCC2)c1
  -2%	x	x	-3%	x	3%	2	809	1%	x
COc1ccc(/C(O)=C2/C(=O)C(=O)N(CCN(C)C)C2c2ccccn2)cc1OC (stereo not drawn)
  -4%	7%	-5.6%	-12%	2.4%	-7%	7	734	0%	1%
Cn1cc(Br)c(-c2cccc(N3C(=O)CC(C)(C)CC3=O)c2)n1
  -6%	-6%	x	6%	x	-7%	2	724	-3%	-6%
Cc1nn(-c2ccccc2)nc1C(=O)Nc1ccc2c(c1)OCCO2
  -9%	x	x	6%	x	9%	0	844	2%	x
Cc1c(N2C(=O)c3cccc4cccc(c34)C2=O)c(=O)n(-c2ccccc2)n1C
  -4%	7%	-4.2%	9%	1.8%	7%	8	801	-3%	32%
O=C1c2ccccc2C(=O)c2[nH]cnc21
  -1%	8%	x	-8%	x	20%	7	686	5%	8%
Cc1nc2nc(-c3cccnc3)[nH]n2c(=O)c1C
  -11%	3%	-5.0%	-2%	0.0%	10%	10	757	4%	-12%
Cc1ccc(OCC(=O)NC2CCCc3ccccc32)c(C)c1 (stereo not drawn)
  3%	1%	-3.7%	1%	-0.2%	5%	7	637	-5%	1%

Random excerpt: 3 compounds from above
Every second line gives: LYP phosphatase	P. falciparum M1AAP	XIAP displacement	AID2073	ER stress rescue	HEK293 NOD2/NF-kB	Hep lipid drop	Hep lipid drop cells 6.5 µM	SIAH1 antagonists	P. falciparum M17LAP
CC(=O)c1cccc(NC(=O)c2ccc(S(=O)(=O)N3CCCCC3)cc2)c1
  10%	-4%	-6.7%	-11%	-1.1%	3%	4	733	-1%	-4%
COc1cc(C(=S)N2CCN(c3cccc(Cl)c3)CC2)ccc1O
  -4%	3%	-4.8%	-21%	-1.7%	-44%	-14	691	-1%	0%
CC1(C)NC(=O)N(CC(O)COc2ccc(N3C(=O)c4ccccc4C3=O)cc2)C1=O (stereo not drawn)
  6%	-1%	-24%	-2%	-0.9%	-26%	x	x	8%	18%

Going on with the list.
Every second line gives: LYP phosphatase	P. falciparum M1AAP	XIAP displacement	AID2073	ER stress rescue	HEK293 NOD2/NF-kB	Hep lipid drop	Hep lipid drop cells 6.5 µM	SIAH1 antagonists	P. falciparum M17LAP
COCCOC(=O)C1=C(C)NC2=C(C(=O)CC(C)(C)C2)C1c1ccc(N(C)C)cc1 (stereo not drawn)
  -9%	3%	-13%	-4%	3.8%	12%	x	x	4%	7%
O=C(O)CC/C(=N\NC(=O)CNC(=O)c1ccc(F)cc1)c1ccccc1
  -5%	4%	x	22%	x	2%	1	676	5%	11%
CCCN1C2=NCCN2c2cc(C)c(C)cc21
  2%	-9%	-5.2%	-4%	-4.5%	4%	x	x	2%	-4%
Cc1ccc2c(CNCc3ccco3)cc(=O)oc2c1
  -2%	7%	-4.1%	4%	-1.9%	-18%	18	712	5%	13%
C[C@@H]1CC[C@@]2(OC1)O[C@H]1C[C@H]3[C@@H]4CC=C5C[C@@H](O)[C@H](O)C[C@]5(C)C4CC[C@]3(C)[C@H]1[C@@H]2C (stereo partly drawn)
  -2%	x	x	8%	x	-10%	2	718	-5%	x
CCc1ccccc1NC(=O)c1ccc(S(=O)(=O)N2CCCC2)cc1
  -7%	x	x	-9%	x	16%	13	837	-2%	x
Cc1cccc(OCC(=O)OC2CCN(C)CC2)c1
  -11%	-2%	-3.3%	7%	-1.6%	11%	0	701	-1%	6%
C=C(C)C1Cc2c(C)nn(-c3cccc4cccnc34)c2C1 (stereo not drawn)
  -5%	3%	x	-5%	x	8%	-8	691	-6%	8%
Cc1ccc(S(=O)(=O)n2nc(OC(=O)C3CCCCC3)cc2N)cc1
  -5%	1%	-19%	-44%	-2.1%	-15%	x	x	-4%	-5%
COCCN(CC(=O)Oc1ccccc1P(=O)(OC)OC)Cc1ccccc1
  -4%	x	x	5%	x	27%	1	695	5%	x
CCOC(=O)c1cnc2c(-c3ccccc3)cnn2c1N
  -8%	0%	-2.9%	1%	-3.8%	-207%	x	x	-1%	5%
COc1ccc(-c2cc(C(F)F)n3ncc(C(=O)Nc4ccc(C(=O)N5CCOCC5)cc4)c3n2)cc1
  -2%	6%	-4.2%	20%	1.2%	44%	8	704	12%	4%
Cc1nc(N2C(=O)C(=O)/C(=C(/O)c3ccccc3)C2c2ccco2)sc1C (stereo not drawn)
  0%	11%	-3.3%	-11%	3.3%	-5%	x	x	-4%	30%
COc1ccc(C(=O)NNC(=O)CSc2nnc(C3CC3)n2C)cc1
  -6%	x	x	8%	x	11%	17	808	13%	x
COc1cc(CN2CCNC(=O)C2CC(=O)N(Cc2nccn2C)C(C)C)cc(OC)c1 (stereo not drawn)
  -8%	-1%	x	9%	x	7%	-1	701	5%	11%
CCN(CC)S(=O)(=O)c1ccc(C(=O)NNc2nc(-c3ccccc3)c3cc(Br)ccc3n2)cc1
  1%	-1%	0.2%	2%	-1.4%	12%	9	613	-1%	6%
NS(=O)(=O)c1ccc(CNC(=O)Cc2ccsc2)cc1
  -11%	x	x	4%	x	-4%	-6	639	-2%	x
Cc1sc(NC(=O)c2ccco2)c(CN2CCC(C)CC2)c1C
  -2%	1%	-5.0%	10%	-0.7%	-5%	-1	833	-3%	-1%
COc1cc(CC(=O)OCC(=O)NC2CCCCC2)cc(OC)c1OC
  7%	2%	-7.2%	24%	-1.3%	11%	-22	695	0%	-3%
O=C(Oc1cccnc1)c1cc2ccccc2oc1=O
  -3%	11%	-6.3%	14%	0.8%	0%	-8	755	-1%	-2%
Cc1cccc2nc3c(nc12)CCCC3
  -7%	x	x	7%	x	-2%	24	740	1%	x
CC(C)N(CC#CCC1(O)c2ccccc2-c2ccccc21)CCO
  2%	0%	-10%	6%	-1.3%	7%	4	622	-2%	8%
O=C(N/N=C/c1ccc(Cl)s1)c1ccccc1[N+](=O)[O-]
  0%	10%	x	12%	x	5%	-6	720	21%	18%
Cc1nc(NC(=O)c2ccccc2)sc1-c1csc(Nc2cccc(Cl)c2)n1
  1%	5%	3.7%	6%	-3.0%	23%	x	x	2%	1%
O=C(O)c1ccc(NC(CSCc2cccc(F)c2)C(=O)O)c([N+](=O)[O-])c1 (stereo not drawn)
  -1%	2%	-5.1%	-6%	-1.5%	-16%	x	x	0%	-78%
COc1ccc(N2CC(C(=O)OCC(=O)NCc3ccccc3)CC2=O)cc1 (stereo not drawn)
  -9%	8%	-2.1%	2%	-1.1%	20%	x	x	1%	-6%
O=C(CC(c1ccccc1)c1ccccc1O)NCc1ccco1 (stereo not drawn)
  -4%	3%	-8.3%	3%	-2.2%	-6%	x	x	3%	0%
CC(=O)c1c(C)[nH]c(C(=O)COC(=O)c2ccc3c(=O)n4c(nc3c2)CCC4)c1C
  -4%	2%	-16%	34%	-0.2%	20%	-4	655	0%	0%
Fc1ccc(NC(=S)Nc2cccnc2)c(F)c1F
  -9%	-12%	-5.5%	2%	0.5%	14%	2	660	10%	-2%
O=S(=O)(NC1=NCCCCC1)c1cccs1
  -3%	5%	-5.5%	-6%	-1.1%	11%	x	x	0%	3%
CC(=O)Nc1ccc(S(=O)(=O)CCC#N)cc1
  0%	-1%	-0.7%	2%	-1.9%	-28%	4	766	-7%	-7%
CCn1c(CC(=O)Nc2ccc(C)cc2)nnc1SCC(=O)N1CCOCC1
  -16%	x	x	6%	x	19%	1	836	0%	x
O=C(N/C(=N\O)c1ccccc1)Nc1ccc(Cl)cc1
  -6%	3%	-16%	-9%	-3.1%	-15%	22	735	1%	-3%
Cc1cccc(OCCOC(=O)C2CCN(S(=O)(=O)c3ccc(C)c(C)c3)CC2)c1
  -1%	x	x	4%	x	4%	8	861	4%	x
CCOCCCNC(=O)c1cn2c3c(ccc(Cl)c3c1=O)OC(C)C2 (stereo not drawn)
  -10%	x	x	14%	x	4%	1	821	0%	x
Clc1nc2nc3n(c2nc1Cl)CCC3
  -6%	-8%	x	7%	x	22%	24	663	4%	1%
COc1cc(NC(=O)COC(=O)/C=C/c2c(C)nn(C3CCS(=O)(=O)C3)c2Cl)cc(OC)c1OC (stereo not drawn)
  1%	9%	-7.0%	24%	0.0%	8%	3	805	-2%	-6%
CCOC(CNC(=O)c1ccc2c(c1)ncn2-c1ccccc1OC)OCC
  -10%	x	x	24%	x	-1%	2	774	2%	x
CCc1ccc(CN(C)C(=O)c2cc(=O)c3ccccc3o2)cc1
  -3%	x	x	1%	x	1%	-8	816	-4%	x
C=CCn1cccc(C(=O)Nc2ccc(C)cc2)c1=O
  2%	x	x	8%	x	-42%	x	x	-5%	x

Screening data (PubChem)

These rows are one share of the data (hit frequency here may not be typical).
